Screens (PubChem)
proCasp3 act: activates human procaspase-3; recombinant procaspase-3 D3A, Ac-DEVD-pNA absorbance 405 nm; 330,000 tested, 0.11% active; activation, % at 8.5 µM; P42574;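 active = activation above the mean of all tested compounds plus 3 SD, cut at about 21% in these data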;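 note: 0% = DMSO alone and 100% = DMSO wells spiked with extra 5 µM PC-3 D3A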
Target sequence (P42574 whole entry D9A/D28A/D175A): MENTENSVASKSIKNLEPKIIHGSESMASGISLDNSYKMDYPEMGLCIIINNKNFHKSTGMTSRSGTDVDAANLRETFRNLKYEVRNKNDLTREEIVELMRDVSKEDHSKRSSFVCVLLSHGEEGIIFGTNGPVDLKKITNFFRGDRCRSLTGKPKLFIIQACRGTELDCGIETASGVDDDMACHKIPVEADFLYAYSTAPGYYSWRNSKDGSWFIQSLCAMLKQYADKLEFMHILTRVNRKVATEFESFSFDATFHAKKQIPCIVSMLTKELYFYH
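Assay system – Procaspase-3 D3A mutant · Benchmarks – DMSO low control, extra-enzyme high control · Technique – 405 nm absorbance of p-nitroaniline, reads at 0 and 120 min · Doses – 8.5 µM nominal · Measure – % activation between DMSO and enzyme-spiked controls · Also added – Ac-DEVD-pNA chromogenic peptide substrate · Schedule – 1 h compound preincubation, 2 h substrate hydrolysis at 25 °C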
proCasp7 act: counter-screen for procaspase-3 activators: activators of human procaspase-7; P55210; recombinant procaspase-7, Ac-DEVD-pNA absorbance 405 nm; D23A/D198A/D206A triple mutant, cannot self-cleave; scale: DMSO 0, 5 µM enzyme 100; activation, % at 8.5 µM; 330,000 tested, 0.093% active;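 active = percent activation above the screen-wide mean plus 3 SD, cut at about 25% in these data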
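System: Procaspase-7 triple mutant (PC-7 D3A); measure: % activation from two-timepoint absorbance difference, scaled to controls; times: 1 h compound preincubation, 2 h substrate cleavage, 25 °C; also added: Ac-DEVD-pNA substrate, 400 µM as added; measured by: Epi-absorbance of released pNA at 405 nm, two timepoints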
VLA-4 inh: inhibition in a human VLA-4 binding assay; P13612; VLA-4 expressing cells, ligand binding flow cytometry; inhibition, % (about 7 µM as worked out from the volumes in the protocol); 330,000 tested, 0.2% active; AID 2557; in the data active = inhibition above about 50%
GASC-1 inh: inhibitors of human GASC-1 (JMJD2C) demethylase; 330,000 tested, 0.069% active; GST-JMJD2C(1-420) H3K9me3 demethylation, DELFIA europium; Q9H3R0; inhibition, % at 2.35 µM;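 active = more than half of a compound's replicate wells show inhibition beyond 50%, single wells judged on their own value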;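 note: signal counts dimethyl H3K9 product captured on neutravidin plate; 0% = median of DMSO wells and 100% = 0.3 times that DMSO median; strong numbers were not always called active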
PP5 inh: inhibitors of human protein phosphatase 5 (PP5); P53041; purified PP5c, OMFP substrate fluorescence; inhibition, % at 6.7 µM; 320,000 tested, 0.18% active;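 active = inhibition above the campaign's mean inhibition across all tested compounds plus 3 SD, cut at about 9.5% in these data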;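 note: 0% = DMSO only and 100% = 100 µM cantharidin control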
Target sequence (P53041 whole entry, looked up): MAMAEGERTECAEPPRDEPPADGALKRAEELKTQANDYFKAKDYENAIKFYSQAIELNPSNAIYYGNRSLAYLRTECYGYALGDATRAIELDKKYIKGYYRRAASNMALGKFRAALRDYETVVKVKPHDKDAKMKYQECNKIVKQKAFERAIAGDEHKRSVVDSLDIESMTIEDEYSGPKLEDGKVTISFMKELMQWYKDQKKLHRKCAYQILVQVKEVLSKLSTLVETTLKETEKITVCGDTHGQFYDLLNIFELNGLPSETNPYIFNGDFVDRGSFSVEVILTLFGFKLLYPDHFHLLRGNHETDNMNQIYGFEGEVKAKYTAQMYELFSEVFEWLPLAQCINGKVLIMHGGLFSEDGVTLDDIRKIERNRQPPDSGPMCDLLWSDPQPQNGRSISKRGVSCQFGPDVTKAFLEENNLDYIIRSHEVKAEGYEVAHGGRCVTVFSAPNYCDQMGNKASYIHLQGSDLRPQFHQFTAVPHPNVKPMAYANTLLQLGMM
HCV core dimer: HCV core protein dimerization inhibition; inhibition, % at 5 µM; 300,000 tested, 0.33% active; TR-FRET GST/Flag-core106 dimerization, 1536-well; AID 1899;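 active = inhibition above the mean of all tested compounds plus 3 SD, set per screening campaign, cut at about 45% in these data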
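Assay system: Tagged HCV core106 pair (GST and Flag) | Buffer or medium: KF-containing HEPES buffer, pH 7.45, DTT, CHAPS, BSA | Also added: Eu donor and XL665 acceptor anti-tag antibodies | Dosing: One concentration, 5 µM, in 0.5% DMSO | Timing: 4 h at 22.5 °C | Technique: TR-FRET 671 and 617 nm emission | Repeats: Singlicate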
GRK2 aptamer HTS: inhibitors of human GRK2 displacing RNA aptamer; inhibition of aptamer binding, % at 10 µM; bead flow cytometry, FAM-aptamer displacement from GRK2; P25098; 330,000 tested, 0.59% active;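 active = inhibition of aptamer binding above 40%, roughly 3 SD of noise, on plates passing a quality check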;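 note: median bead fluorescence of bound FAM aptamer so fluorescent compounds give negative values; no value below 0 was filed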
PP1 inh: PP1-alpha (human) inhibition in PP5 counter-screen; P62136; purified PP1alpha, OMFP fluorescence; inhibition, % at 6.7 µM; 320,000 tested, 0.9% active; AID 2235;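 active = inhibition above the mean inhibition of all tested compounds plus 3 SD, computed separately for each screening campaign, cut at about 15% in these data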
CTSL1 counter: cathepsin L1 inhibition, PFM18AAP counter-screen. inhibition, % at 5.96 µM. 300,000 tested, 0.49% active. AID 1906. recombinant F. hepatica cathepsin L1, Z-Leu-Arg-MCA fluorescence;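 active = inhibition above the mean of all tested compounds plus 3 SD, set per screening campaign, cut at about 17% in these data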;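 note: 0% = plate median of test compound wells and 100% = 1 µM Z-Phe-Ala-diazomethylketone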
Active calls of the source: *; i = inactive; / = no result given; & = joins results of further samples. The order is random. Share with any hit: about 2.6%.

SMILES	proCasp3 act	proCasp7 act	VLA-4 inh	GASC-1 inh	PP5 inh	HCV core dimer	GRK2 aptamer HTS	PP1 inh	CTSL1 counter
Cc1ccc(S(=O)(=O)NC(=O)NCc2ccccn2)cc1	3	10	3	12	-0.8	0	0	-4	0
O=C1C=C(c2cc3ccccc3s2)C[C@@H](c2ccc(Cl)cc2)C1	-2	5	-2	/	/	/	7	/	/
COc1ccc(S(=O)(=O)N2CCOCC2)cc1NC(=O)c1sccc1C	-4	-2	-8	-2	-1.0	/	0	0	/
COc1ccccc1CNC(=O)CN1C(=O)NC2(CCCC2)C1=O	3	1	-8	1	0.3	/	0	-5	/
Cc1ccc2c(c1)c1c(n2CC(O)CNC2CCCCC2)CCCC1 (configuration not stated)	4	11	52*	-1	0.9	-11	0	1	1
Cc1ccc(CSc2nnc(-c3ccccn3)n2C)cc1	12	13	-7	0	2.0	3	1	6	-3
CC(C)CNS(=O)(=O)c1cc2c3c(c1)CCC(=O)N3CCC2	-5	5	2	-3	-4.6	-9	2	2	6
N#CC(C#N)=c1ccc2c(c1)NC1(CCCCC1)N=2	6	0	-8	0	5.1	-8	3	3	2
Cc1cccc(/C=N/NC(=O)c2cccc([N+](=O)[O-])c2)n1	-6	-3	5	-9	0.7	-1	1	-5	1
CN(C)CCCN1C(=O)c2cccc3cccc(c23)C1=O	4	18	21	8	-0.8	2	2	-2	4
CSc1ccccc1C(=O)Nc1cccc(C(C)O)c1 (configuration not stated)	4	11	6	-5	3.6	3	1	10	-3
OCc1c[nH]c2ccccc12	4	-8	-14	/	2.0	11	1	-6	0
COc1ccc(NC(=O)/C(C#N)=C\c2ccc(-c3cc(C(=O)O)ccc3C)o2)cc1	-11	3	4	-3	2.8	-2	12	1	3
Cc1ccc(NC(=O)CN(C)C(=O)COC(=O)c2ccc(Cl)cc2O)cc1	3	7	4	-8	0.0	/	0	-5	/
CCOC(=O)Cc1csc(NC(=O)COc2ccc3c(c2)CCC3)n1	5	6	-5	0	2.8	0	0	3	1
COc1ccc(/C=C2\Sc3ccc(C(=O)N4CCOCC4)cc3N(C)C2=O)cc1	-9	-14	6	13	0.2	1	1	0	-2
CCCC(NC(=O)c1ccccc1)c1nc2ccccc2n1Cc1ccc(C(=O)OC)o1 (configuration not stated)	-1	4	6	5&1	-0.3	4	1	-6	-1
CS(=O)(=O)c1ccc(NC(=O)c2cccc(-n3cnnn3)c2)cc1	-1	7	-18	13	1.7	/	0	-2	/
Cc1cc(N2CC(C(=O)NCc3cccnc3)CC2=O)ccc1C(C)C (configuration not stated)	-1	-8	16	-2	1.3	-1	2	-1	5
O=C(c1cccs1)N1CCN(c2nnc(-c3ccccc3)c3ccccc23)CC1	7	1	3	-2	0.5	8	1	-2	-3
CN(C)S(=O)(=O)c1ccc(Cl)c(C(=O)NNC(=O)Cc2nc3ccccc3n2C)c1	3	15	9	-4	1.8	/	2	0	/
O=C(COC(=O)CCc1c[nH]c2ccccc12)NCCc1ccccc1	14	-1	2	3	-0.4	-1	1	-5	-7
COc1ccc(C(=O)Nc2ccc(S(=O)(=O)N(C)c3ccccc3)cc2)cc1	1	5	2	-8	4.3	3	3	-1	-2
COc1ccc(S(=O)(=O)N2CCN(C(=O)CCC3CCCC3)CC2)cc1	-5	-3	-9	49	1.9	4	0	-6	13
CCOC(=O)c1c(C)sc2c1N(C(=O)CN(CC)CC)c1cc(Cl)ccc1S2	10	-4	5	2	3.6	4	1	-2	2
O=C(Cc1csc(-c2ccccc2)n1)NCC(=O)Nc1ccc(F)c(F)c1F	9	-6	0	3	/	/	0	/	/
Cc1nc2ccccc2n1CC(=O)NCc1ccccc1	2	-3	1	32	1.6	-2	1	0	1
O=C(CCNC(=O)c1ccco1)NCc1ccc(C(=O)O)cc1	-3	8	21	-3	/	/	1	/	/
COC(=O)/C(=C/c1cccnc1)NC(=O)c1ccccc1	-6	-12	16	-4	-1.9	-4	0	0	-2
Cc1ccc2c(c1)N(CC(=O)NCCCN1C(C)CCCC1C)C(=O)c1cccnc1O2 (configuration not stated)	7	3	48	5	2.1	-2	0	-1	-1
CCOc1cccc(N(C(=O)CNC(=O)c2ccco2)C(C(=O)NCC2CCCO2)c2ccccc2)c1 (configuration not stated)	3	-5	-5	-1	-1.8	0	1	-2	1
CCN(CC)S(=O)(=O)c1cccc(NC(=O)C(=O)c2c(-c3ccccc3)cc3ccccn23)c1	6	10	30	-8	4.3	6	1	6	-1
COc1ccc(C(=O)N/C(=C\c2cccc3ccccc23)C(=O)N2CCN(C)CC2)cc1	-6	-7	43	-25	2.0	/	0	-4	/
COc1ccc(C)cc1Nc1n[n+](-c2ccccc2)c(-c2ccc(OC)c(OC)c2OC)s1	-4	-9	-3	5	1.7	-5	0	-2	0
CC(C)N(C(=O)CO/N=C/c1cccc([N+](=O)[O-])c1)C(C)C	-1	13	-4	2	0.1	0	3	-5	6
O=C(/C=N\O)NCCCNCc1ccccc1	7	5	5	3	0.7	-2	1	-6	-3
COC(=O)C1C(=O)C(C(=O)c2ccc([N+](=O)[O-])cc2)C(=O)CC1(C)C (configuration not stated)	-5	8	-1	4	3.1	-8	0	-1	3
O=C(CN1C(=O)c2ccccc2S1(=O)=O)N1CCc2ccccc21	3	12	-2	4	-0.2	-3	2	-1	-2
CC(C)(C)OC(=O)N1CCC(Cc2cc(-c3ccccc3)no2)(C(=O)O)CC1	2	-1	-5	-11	-1.1	8	0	-9	-4
O=C(N1CCCCCC1)N1CCN(S(=O)(=O)c2cccc([N+](=O)[O-])c2)CC1	2	-2	-4	4	-4.2	-11	8	-1	-10
C/C(=N\O)C1(C)N(O)C(C)(C)C(c2ccc(Br)cc2)=[N+]1[O-] (configuration not stated)	3	2	-4	15	0.6	3	8	1	-1
CCCCCCn1c(O)c(/C=C2\C=NN=C2c2ccccc2)sc1=S	5	5	0	1	2.1	-14	0	6	5
O=C(Nc1ccccc1OC(F)F)c1cc2c(s1)CCC2	-2	-5	5	-25	3.0	33	0	2	2
COC(=O)c1ccc(Cn2cc(C(F)(F)F)cc([N+](=O)[O-])c2=O)cc1	1	2	8	-1	3.2	1	6	-3	0
CCOC(=O)C1CCN(CC(=O)c2c(C)[nH]c3ccccc23)CC1	4	9	-8	0	-0.8	0	5	-5	-3
Cc1cccc(/C=N/NC(=O)NC2CCCCC2)c1	5	8	9	1	3.5	5	23	0	1
CCC(C)NCC(=O)Nc1cc(S(=O)(=O)N(CC)c2ccccc2)ccc1Cl (configuration not stated)	4	-1	8	-26	2.4	5	0	1	-3
CCCOC(=O)Nc1cc(OC)c(Cl)cc1OC	9	2	-6	2	1.9	-3	6	-3	-1
CCOc1ccc(NC(=O)N[C@@H](CCSC)C(=O)OC)cc1	1	-13	5	3	3.5	-4	2	-2	-1
Cc1cc(C)c(NC(=O)C2CCCN2CCO)c(C)c1 (configuration not stated)	0	-8	9	-1	0.3	-1	2	-2	-4

(further entries)
SMILES	proCasp3 act	proCasp7 act	VLA-4 inh	GASC-1 inh	PP5 inh	HCV core dimer	GRK2 aptamer HTS	PP1 inh	CTSL1 counter
O=C(Nc1ccccn1)NC1CCS(=O)(=O)C1 (configuration not stated)	-5	3	8	-6	-0.7	4	1	-1	-1
CC(CC(=O)NCc1cccnc1)c1ccccc1 (configuration not stated)	11	-3	8	-7	2.0	-10	0	-2	-2
Cn1cccc1/C=N/NC(N)=S	1	15	20	8	1.8	-2	3	-4	13
CCCCN(Cc1nc2ccccc2c(=O)[nH]1)C(=O)CN1C(=O)NC2(CCCCC2)C1=O	10	8	-11	7	2.4	/	4	-2	/
COc1ccc(N2CCN(C(=O)C3CCN(S(=O)(=O)c4ccc(F)cc4)CC3)CC2)cc1	-1	4	2	-9	1.0	2	0	-5	1
Cc1cccc(NC(=O)CSc2nc3c(oc4ccccc43)c(=O)n2-c2ccccc2)c1	-2	11	-6	-165	3.5	18	5	12	2
CCOC(=O)C1=C(C)NC(C)=C(C(=O)OCC)C1c1cccc(C)n1	0	3	5	i	-1.7	-6	0	-4	0
O=C(Nc1ccc(Cl)cc1)N1CCCN(Cc2ccc(F)cc2)C1	1	7	28	-2	3.2	-2	0	0	-1
CC(C)CCN(C(=O)C1=COCCO1)c1c(N)n(Cc2ccccc2)c(=O)[nH]c1=O	8	9	6	75*	0.3	0	5	-4	-3
COC(=O)c1ccc(-n2c(C)cc(C(=O)CCl)c2C)cc1	-13	-7	-9	-4	-1.1	2	3	-2	15

In a second layout: entries from further up
SMILES,proCasp3 act,proCasp7 act,VLA-4 inh,GASC-1 inh,PP5 inh,HCV core dimer,GRK2 aptamer HTS,PP1 inh,CTSL1 counter
CCC(C)NCC(=O)Nc1cc(S(=O)(=O)N(CC)c2ccccc2)ccc1Cl (configuration not stated),4,-1,8,-26,2.4,5,0,1,-3
CCCOC(=O)Nc1cc(OC)c(Cl)cc1OC,9,2,-6,2,1.9,-3,6,-3,-1
CCOc1ccc(NC(=O)N[C@@H](CCSC)C(=O)OC)cc1,1,-13,5,3,3.5,-4,2,-2,-1
Cc1cc(C)c(NC(=O)C2CCCN2CCO)c(C)c1 (configuration not stated),0,-8,9,-1,0.3,-1,2,-2,-4
O=C(Nc1ccccn1)NC1CCS(=O)(=O)C1 (configuration not stated),-5,3,8,-6,-0.7,4,1,-1,-1
CC(CC(=O)NCc1cccnc1)c1ccccc1 (configuration not stated),11,-3,8,-7,2.0,-10,0,-2,-2
Cn1cccc1/C=N/NC(N)=S,1,15,20,8,1.8,-2,3,-4,13
CCCCN(Cc1nc2ccccc2c(=O)[nH]1)C(=O)CN1C(=O)NC2(CCCCC2)C1=O,10,8,-11,7,2.4,/,4,-2,/
COc1ccc(N2CCN(C(=O)C3CCN(S(=O)(=O)c4ccc(F)cc4)CC3)CC2)cc1,-1,4,2,-9,1.0,2,0,-5,1
Cc1cccc(NC(=O)CSc2nc3c(oc4ccccc43)c(=O)n2-c2ccccc2)c1,-2,11,-6,-165,3.5,18,5,12,2
CCOC(=O)C1=C(C)NC(C)=C(C(=O)OCC)C1c1cccc(C)n1,0,3,5,i,-1.7,-6,0,-4,0
